# Screening results deposited in PubChem by Sanford-Burnham Center for Chemical Genomics.
# TAG inh: inhibitors of triacylglycerol accumulation, primary screen, cell-based, uHTS, fluorescence, H9c2 | 230,000 compounds, 0.66% hits | inhibition, % at 12.5 µM | H9c2 cells, Nile Red lipid (TAG) fluorescence; cells loaded with 200 µM oleic acid | AID 651582, 2012;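 active = pattern-corrected inhibition of lipid staining of at least 50% with the nuclear-stain viability signal not falling by more than 50%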;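 note: 0% = DMSO wells and 100% = triacsin C control wells; some results filed as inactive read as strong as hits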
# TAG inh DAPI viability: further read-out of TAG inh, marked with its call; DAPI nuclei signal change (viability), lower = more cytotoxic, %;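 whole-well DAPI fluorescence read on a plate reader as a viability signal; minus 50 percent equals half of cells still viable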
# * = called active by the depositor. The list is partial. The share of hits here may be higher or lower than overall.
canonical_smiles | TAG inh | TAG inh DAPI viability
CC12c3ccccc3C(c3ccccc31)C1C(=O)N(Cc3cccnc3)C(=O)[C@H]12 (stereo not given in full) | -26 | 15
Cc1cccc(-n2nc(CC#N)c(C#N)c2N)c1 | 0 | 0
O=C(NCc1ccco1)c1ccc2c(c1)C(=O)N(C1CCCCC1)C2=O | 10 | -13
CN1CCN(CC(=O)N2c3ccccc3C(C)(c3ccccc3)CC2(C)C)CC1 (stereo not given) | 16 | -23
CCCCNc1c(-c2ccc(OC)c(SC3CCCCC3)c2)nc2ccc(Cl)cn12 | 12 | 30
O=C(Nc1nnc(SCC(=O)N2CCCC2)s1)C1CC(=O)N(c2ccc(F)cc2)C1 (stereo not given) | 3 | 11
CCOc1ccccc1NC(=O)N1CCC(NC(=O)c2cccc(C)c2)CC1 | 7 | 6
O=C(O)CN1C(=O)S/C(=C\c2ccc3c(c2)OCO3)C1=O | -2 | -4
O=C(CSc1cccc[n+]1[O-])c1cc2ccccc2o1 | 98 | -60
COc1ccc(S(=O)(=O)N2CCOCC2)cc1NC(=O)CN(C)Cc1c(F)cccc1Cl | -16 | 8
O=C(Cc1cccs1)Nc1ccc(NC(=O)c2ccco2)cc1 | 10 | 13
Cc1c(C(=O)NCc2ccc([N+](=O)[O-])cc2)sc(=O)n1Cc1ccc2c(c1)OCO2 | -9 | -7
O=C(/C=C/c1ccco1)c1cccc([N+](=O)[O-])c1 | 4 | 1
CCOc1ccc(CCNC(=O)CCc2c(C)nc3ncnn3c2C)cc1OCC | 36 | -9
COc1ccccc1-c1nnc(NC(=O)c2ccc(S(=O)(=O)N3CCCC3)cc2)o1 | 18 | -4
Cc1ccccc1C(=O)O[C@H]1[C@H](Cc2ccccc2)NS(=O)(=O)[C@H]2CC3C=C[C@]12O3 | 27 | -4
CCC1=C2CC[C@H]3C(=O)N(CC)C(=O)[C@H]3[C@H]2[C@@]2(Cc3ccccc3)C(=NCCOC)OC(=O)N2C1=O | 0 | 3
O=C(OCc1cn([C@H]2C[C@H](c3ccc(Cl)cc3)N(C(=O)c3cccs3)C[C@@H]2O)nn1)c1ccccc1 | -1 | 8
Cc1cccc(OCC(=O)N/N=C\C=C\c2ccc3c(c2)OCO3)c1C | 7 | -4
CCOC(=O)Cn1cnc([N+](=O)[O-])n1 | 4 | -11
Cc1ccc(S(C)(=O)=NC(=O)NC(=O)c2c(Cl)cccc2Cl)cc1 (stereo not given) | -8 | 0
O=C(C1CCN(S(=O)(=O)c2ccccc2)CC1)N1CCCCCC1 | -10 | -6
CCOC(=O)C1=C(N)Oc2ccc3ccccc3c2C1c1cccnc1 (stereo not given) | -5 | -8
COc1cccc(CNc2ncnc3cc(Cl)ccc23)c1 | -25 | -14
O=c1c2c3c(sc2nc2n1CCCC2)CCCC3 | 12 | -5
CN1CCN(C(=O)c2cc(C(C)(C)C)cc(C(C)(C)C)c2)CC1 | 0 | -1
CCOC(=O)C1CCN(c2c(C(=O)c3ccccc3)cnc3ccc(CC)cc23)CC1 | -7 | -10
N/C(=N\OC(=O)CN1C(=O)c2ccccc2C1=O)c1ccc(Cl)cc1 | 5 | -5
COc1cccc(CN2CCC2(C)C(=O)Nc2ccc3c(c2)OCO3)c1F (stereo not given) | 5 | 1
O=C(COc1cccc2cccnc12)N/N=C/c1ccc(O)cc1 | -1 | -11
CCc1ccc(CNC(=O)CCc2nnc(Cc3cccc(C(F)(F)F)c3)o2)nc1 | -5 | 6
COc1ccc(CN(C)C(=O)c2ccc(NC(=O)CC3SC(N4CCCC4)=NC3=O)cc2)c(OC)c1 (stereo not given) | -6 | -2
COc1ccc(S(=O)(=O)NCC(c2ccc(C)cc2)N2CCN(C)CC2)cc1OC (stereo not given) | 8 | -10
Fc1ccc(-c2ccc(NCCN3CCOCC3)nn2)cc1 | 16 | -3
CCC1C(C#N)=C(SCC(N)=O)NC2=C1C(=O)CC(C)(C)C2 (stereo not given) | -7 | -1
CCCCC(=O)N/N=C/c1ccc(-c2ccc([N+](=O)[O-])cc2)o1 | 2 | 7
N#Cc1sc2nc(-c3ccccc3)cc(-c3ccco3)c2c1N | 9 | 13
CCOC(=O)C1(Cc2cccc(Cl)c2)CCCN(C(=O)CCNC(C)=O)C1 (stereo not given) | 2 | -4
O=C(COc1ccc(Cl)cc1)Nc1cc(NC(=O)COc2ccc(Cl)cc2)cc(C(=O)O)c1 | 3 | -7
COc1ccc(OC)c(Cc2nnc(CCC(=O)N3CCN(C4CCCC4)CC3)o2)c1 | -6 | 7
CS(=O)(=O)Nc1ccc(C2=NN(C(=O)c3ccco3)C(c3ccccc3F)C2)cc1 (stereo not given) | -12 | 2
O=C1CCC/C=C/C[C@H](CC(=O)N(CCO)Cc2ccccc2)C(=O)N[C@@H](Cc2ccccc2)CO1 | -6 | 4
O=C(CN1C(=O)NC2(CCCCCC2)C1=O)N1CCCCC1 | 18 | -15
CO/N=C/C(c1ncc(C(F)(F)F)cc1Cl)S(=O)(=O)c1ccccc1 (stereo not given) | 14 | 4
CCOc1cc2c(cc1OCC)C(c1ccccc1)N(c1ccc(C(=O)O)cc1)C(=O)C2 (stereo not given) | -19 | -3
Cc1c(NC(=O)COC(=O)C2=COCCO2)cccc1[N+](=O)[O-] | -3 | 9
Cc1cc(N2CCOCC2)c2c(N)c(C)cc(C)c2n1 | -2 | -2
CC(=O)Nc1ccc(C(=O)NCC2(N3CCCCC3)CCCCC2)cc1 | 11 | -2
COc1cccc(CNC(=O)C2(C)CCCN2C(=O)C(C)C)c1 (stereo not given) | 8 | -2
CCCc1nn(C)c(C(N)=O)c1[N+](=O)[O-] | -12 | 5

# The list continues.
canonical_smiles | TAG inh | TAG inh DAPI viability
CN(C)NC(=S)Nc1ccc(S(=O)(=O)N2CCCCC2)cc1 | -2 | 3
O=C(CSc1nc2c(c(=O)n1-c1ccc(Cl)cc1)SCC2)Nc1nccs1 | -22 | 1
CCOCCN(C=O)c1cccc(OC)c1 | 14 | 1
CCCN(CC(=O)Nc1ccccc1C)C(=O)C1CCN(S(=O)(=O)c2cccc(C(F)(F)F)c2)CC1 | 6 | -2
COc1cc2c(cc1OC)-c1nnc(C)n1C(C)(C)C2 | -23 | -3
COc1cc(/C=N/NC(=O)c2cn(-c3cccc(C)n3)cn2)ccc1O | 5 | 0
Cc1nn(-c2ccccc2)c(C)c1C(=O)OCC(=O)Nc1ccc2c(c1)OCO2 | 20 | -5
CCCCN(C(=O)c1ccc(C)o1)c1c(N)n(CC(C)C)c(=O)[nH]c1=O | 6 | -1
COc1ccc(-c2nc3c(c(SCC(=O)N4CCCC4)n2)COC(C)(C)C3)cc1 | 24 | -3
CCN=c1scc(C)n1/N=C/c1ccsc1 | -18 | 2
Cc1cc(C)c(NC(=O)CNC(=O)c2ccc3ncsc3c2)c(C)c1 | -10 | 0
Cc1nn(C)c(C)c1CN(Cc1nc(-c2cc(F)ccc2F)oc1C)C1CC1 | 6 | 0
CCc1ccc(S(=O)(=O)ON2C(=O)c3ccccc3C2=O)cc1 | -2 | 0
CCCCCCNC(=O)O[C@H]1CN(C(=O)OC(C)C)N(C(=O)OC(C)C)[C@@H]2CN(S(=O)(=O)c3ccc(C)cc3)C[C@]12O | -9 | 3
Cc1c(C(=O)N2CCN(S(=O)(=O)c3cc(F)ccc3F)CC2)oc2ccccc12 | 13 | 0
CNC(=S)N(CCc1c(C)[nH]c2ccc(C)cc12)Cc1ccco1 | 2 | -4
CCOc1ccc(-c2c(C(=O)N/N=C/c3ccc(OC(C)C)cc3)nnn2-c2nonc2N)cc1 | 4 | -1
O=C(CCCO)NNc1c2ccccc2nc2ccccc12 | -1 | 3
O=C(NCc1ccc(F)cc1)N1CCN(C(=O)c2ccccc2)CC1 | -4 | -16
COc1ccccc1C(=O)COC(=O)/C=C/c1ccccc1 | -34 | 5
Cc1cccc(N2CC(C(=O)OCc3ccc([N+](=O)[O-])cc3)CC2=O)c1 (stereo not given) | -4 | -8
CN(C)C(=O)c1ccc(NC(=O)COC(=O)Cn2cc(C(F)(F)F)ccc2=O)cc1 | -6 | -1
COC(=O)c1c(O)c2c([nH]c1=O)CCCC2 | -8 | 7
CC(C)CCOC(=O)/C(=C/c1ccco1)NC(=O)/C=C/c1ccccc1 | 11 | -6
Cc1cc(NS(=O)(=O)c2ccc(Nc3nc(-c4sc(N)nc4C)cs3)cc2)no1 | 5 | 7
COc1ccccc1N(C)S(=O)(=O)c1ccc(C(=O)Nc2ncc(C)s2)cc1 | -5 | -5
COC(=O)c1ccccc1S(=O)(=O)Nc1ccc2cn[nH]c2c1 | -8 | 6
Cc1cc([N+](=O)[O-])ccc1NC(=O)Nc1ccccc1F | -27 | 18
COc1cc(C(=O)Nc2nc(-c3ccc(Cl)cc3)c(C)s2)ccc1OCC(=O)Nc1ccc(F)cc1 | 47 | 22
Cc1[nH]nc(SCC(=O)Nc2cccc(O)c2)c1[N+](=O)[O-] | 0 | -5
CCOC(=O)Cc1csc(NC(=O)/C=C/c2ccccc2Cl)n1 | 9 | -9
Cc1ccc2nc(N3C(=O)C(O)=C(C(=O)c4ccc(C)o4)C3c3ccc(O)cc3)sc2c1 (stereo not given) | -12 | 2
CCOc1ccc(N(CC(=O)NC2CCCCC2)C(=O)CSc2nnc(COc3ccccc3)o2)cc1 | 6 | -8
O=C(Cn1cncc1-c1ccc([N+](=O)[O-])cc1)Nc1cccc2ccccc12 | -1 | -2
C=CCNC(=S)Nc1ccc(N2CCOCC2)c(S(=O)(=O)Nc2ccccc2Cl)c1 | 7 | -9
C=CCOc1ccc(CN(C)CC(=O)Nc2ccccc2[N+](=O)[O-])cc1 | -5 | 3
CC[C@]12c3[nH]c4cc(CCC(=O)N(C)C)ccc4c3CCN1C(=O)[C@@H](CC(=O)NCCCOC)C[C@@H]2C(=O)N1CCN(C(=O)C2CC2)CC1 | -5 | -10
COC(=O)C[C@H]1c2ccccc2S(=O)(=O)N1c1cccc(OC)c1 | -15 | 0
COc1ccc(NC(=O)C#Cc2ccccc2)cc1 | 5 | -4
CCOC(=O)CCCCCC(=O)Nc1ccc2c(c1)C(=O)N([C@@H](C)CO)C[C@@H](C)[C@H](CN(C)C(=O)Nc1ccccc1)OCCCC[C@H](C)O2 | -11 | -7
Cc1ccc(N2C(=O)C3Sc4[nH]c(=O)sc4C(c4ccccc4)C3C2=O)cc1 (stereo not given) | 3 | -1
O=C(N/N=C1\CCS(=O)(=O)c2ccc(F)cc21)c1ccc(O)cc1 | 1 | 1
COc1ccc(C(=O)/C=C/Nc2ccccn2)c(OC)c1 | -2 | -3
N#Cc1ccc(C(=O)Nc2cccc(S(=O)(=O)NC3=NCCC3)c2)cc1 | -6 | 1
Nc1cc(=O)[nH]c(SCC(=O)Nc2ccc3c(c2)CCC3)n1 | -21 | -2
O=C(CSc1nnc(-c2ccc(Br)cc2)n1C1CCCCC1)N1CCCC1 | 21 | -14
CCN(CC)S(=O)(=O)c1cccc(NC(=O)COc2ccc(F)cc2Br)c1 | -36 | 0
O=C(O)c1ccc(CNCc2cccc(Cl)c2)cc1 | -2 | -3
O=S(=O)(Cc1ccccc1)c1nc2ccccc2n1Cc1ccccn1 | 1 | 5
O=C(Nc1cc(C(F)(F)F)ccc1N1CCCCC1)c1ccc(Br)o1 | 24 | -17

# Entries listed so far that have a cyano group (4):
canonical_smiles | TAG inh | TAG inh DAPI viability
Cc1cccc(-n2nc(CC#N)c(C#N)c2N)c1 | 0 | 0
CCC1C(C#N)=C(SCC(N)=O)NC2=C1C(=O)CC(C)(C)C2 (stereo not given) | -7 | -1
N#Cc1sc2nc(-c3ccccc3)cc(-c3ccco3)c2c1N | 9 | 13
N#Cc1ccc(C(=O)Nc2cccc(S(=O)(=O)NC3=NCCC3)c2)cc1 | -6 | 1

# Other compounds follow.
canonical_smiles | TAG inh | TAG inh DAPI viability
CC(C)c1ccc(OCc2ccc(C(=O)N3CCN(c4ccccn4)CC3)cc2)cc1 | 9 | 4
CCOC(=O)c1ccc(NC(=O)NC2CC3CCC(C2)N3)cc1 (stereo not given) | 14 | 0
Cc1nn(C)c(C)c1/C=C/C(=O)c1ccc(Cl)cc1Cl | -25 | 4
O=C(CCCSCCCC(=O)NN=Cc1ccccc1)NN=Cc1ccccc1 | -4 | -2
O=C(CCS(=O)(=O)c1ccccc1)Nc1ccccc1-c1nc2ccccc2s1 | 5 | 1
Cc1noc(C)c1COC(=O)c1ccccc1Oc1ccccc1 | -4 | 4
CC(C)(C)C(=O)/C(=C\c1cccc([N+](=O)[O-])c1)n1cncn1 | 114 | -57
CCCn1c(CN(Cc2ccccc2)Cc2ccccc2)nc2c1c(=O)n(C)c(=O)n2C | 0 | -1
C/C(=N\NC(=O)c1cccc(Cl)c1)c1cccc(NC(=O)C(C)C)c1 | -7 | 4
CCOc1ccc(S(=O)(=O)NCCC(=O)NCC(c2ccc(OC)cc2)N2CCCCC2)cc1 (stereo not given) | -3 | 10
O=C(Nc1ccc(S(=O)(=O)Nc2nccs2)cc1)c1cc(-c2ccccc2Cl)nc2ccccc12 | 10 | 1
COc1ccc(OC)c(Nc2nc(=O)c3cccnc3s2)c1 | 7 | -2
CC(C)CN(C(=O)CSc1nnc2ccccn12)C1CCS(=O)(=O)C1 (stereo not given) | -3 | -2
COC(=O)Cc1ccc(NC(=S)Nc2ccccn2)cc1 | -10 | 2
Cc1ccc(C(C)C)c(OCC(=O)NNC(=O)Cn2[nH]c(=O)c3ccccc3c2=O)c1 | 16 | 8
CC(C)n1c(CCCO)nc2ccccc21 | -10 | -1
Cc1ccccc1C(=O)NC(=S)N(C)CCc1ccccn1 | -26 | 13

# Reformatted with values under each structure: 4 of the compounds above.
# Values run as follows: TAG inh | TAG inh DAPI viability
- C/C(=N\NC(=O)c1cccc(Cl)c1)c1cccc(NC(=O)C(C)C)c1
→ -7 | 4
- CCOc1ccc(S(=O)(=O)NCCC(=O)NCC(c2ccc(OC)cc2)N2CCCCC2)cc1 (stereo not given)
→ -3 | 10
- O=C(Nc1ccc(S(=O)(=O)Nc2nccs2)cc1)c1cc(-c2ccccc2Cl)nc2ccccc12
→ 10 | 1
- COc1ccc(OC)c(Nc2nc(=O)c3cccnc3s2)c1
→ 7 | -2
